# Assay outcomes from PubChem BioAssay.
# Glyco luc inh – increase of ERlucT glycosylation luciferase signal, primary screen, N-linked glycosylation inhibitor project, D54 ERlucT cells, luminescence, set 2 | AID 588692, 2011 | 360,000 tested, 0.23% active | D54 ERlucT glycosylation luciferase reporter, 24 h; percent of 100 nM tunicamycin response | reporter increase, % at 12.5 µM;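 active = mean luciferase reporter signal, scaled so untreated is 0 and the glycosylation-blocking control 100, at or above a set limit in every replicate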;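 note: luciferase carries N-glycosylation sites so blocking glycosylation raises the light; 0% = median of neutral control wells and 100% = median of 100 nM tunicamycin wells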
# MC4R barr agon – MC4R agonists recruiting beta-arrestin, primary screen, cell-based, luminescence, agonist arm of biased-ligand search | Melanocortin receptor 4 (Homo sapiens), P32245 | U2OS MC4R beta-arrestin complementation; percent of melanotan II response, DMSO zero | activation, % at 8.9 µM | 360,000 tested, 0.98% active | AID 540308, 2011;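 active = activation above a per-plate cutoff, the mean activation of sample wells on that plate plus 3 SD, cut at about 8% in these data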
# Target sequence (P32245 whole entry, looked up): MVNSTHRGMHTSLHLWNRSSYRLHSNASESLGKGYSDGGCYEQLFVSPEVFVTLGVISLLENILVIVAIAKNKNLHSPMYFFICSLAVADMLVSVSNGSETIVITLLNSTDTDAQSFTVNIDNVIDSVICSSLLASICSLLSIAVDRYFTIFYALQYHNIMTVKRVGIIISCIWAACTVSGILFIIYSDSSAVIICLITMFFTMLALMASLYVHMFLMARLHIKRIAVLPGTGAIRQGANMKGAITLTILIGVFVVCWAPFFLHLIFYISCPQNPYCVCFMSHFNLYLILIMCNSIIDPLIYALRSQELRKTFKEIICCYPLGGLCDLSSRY
# aDG glyco up – activators of alpha-DG glycosylation, primary screen, uHTS, Pro5-aDG cells, AlphaScreen; alpha-DG glycosylation AlphaScreen (IIH6); 0% Pro5, 100% B10-LARGE cell signal; activation, % at 10 µM; 360,000 tested, 0.22% active;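 active = activation of at least 8% versus controls, or a plate z-score of at least 8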;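 note: Pro5 are CHO cells carrying HIG-tagged alpha-DG that lacks glycosylation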
# ABCB6 inh 2 – ABCB6 transporter inhibitors, primary screen, K562-ABCB6 cells, flow cytometry, MLPCN library; AID 602162, 2011; fluorescence ratio to DMSO, % at 10 µM; K562-ABCB6 porphyrin accumulation, 1 h; active compounds read low; 360,000 tested, 0.19% active; ATP-binding cassette sub-family B member 6 (Homo sapiens), Q9NP58;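 active = fluorescence ratio to DMSO below 75%, the collection mean minus 3 SD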;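 note: signal is porphyrin accumulated inside mitochondria; 100% equals median channel fluorescence of DMSO control wells; lower ratio means ABCB6 inhibition with less porphyrin fluorescence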
# MC4R antagonist – MC4R antagonists of cAMP signaling, primary screen, cell-based, TR-FRET, antagonist arm of biased-ligand search; Melanocortin receptor 4 (Homo sapiens), P32245; MC4R-expressing cells, MTII-stimulated cAMP, LANCE TR-FRET; inhibition, % at 6.5 µM; 360,000 tested, 0.48% active;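 active = inhibition above its plate's cutoff, the mean of tested wells on that plate plus 3 SD, cut at about 29% in these data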;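 note: 0% = Melanotan II alone and 100% = Melanotan II plus saturating MCL0020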
#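 Material – human MC4R-expressing U2OS cells · Repeats – no replicates · Detection – TR-FRET with Eu-cAMP and labeled anti-cAMP, 671 nm · Times – compound 30 min, challenge 1 h, detection 1 h · Compound – single nominal compound dose of 6.5 µM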
# hiPSC survival – enhancers of single-cell hiPSC survival, primary screen, ATPlite luminescence; 100% = ROCK inhibitor wells, 0% = DMSO; survival enhancement, % at 20 µM; 360,000 tested, 0.044% active; AID 602274, 2012; in the data active = survival enhancement above about 18%;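 note: cells exposed to compounds for 16 hours before the ATP read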
# ABHD5 PLIN5 PPI – ABHD5-PLIN5 interaction inhibitors, primary screen, cell lysate, split luciferase complementation, luminescence; Perilipin-5 (Homo sapiens) + 1-acylglycerol-3-phosphate O-acyltransferase ABHD5 (Homo …; Split G. princeps luciferase complementation, 4 h; 360,000 tested, 0.78% active; inhibition, % at 4 µM;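 active = inhibition above the mean inhibition across every tested compound plus 3 SD, cut at about 22% in these data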;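 note: 0% = DMSO only wells and the 100% control is not disclosed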
# HTR2A ag – mouse Htr2a agonists via beta-arrestin recruitment, primary screen, cell-based, luminescence; 5-hydroxytryptamine receptor 2A (Mus musculus), P35363; CHO-K1 mHTR2A beta-arrestin complementation; percent of 30 µM serotonin response; activation, % at 7.6 µM; 360,000 tested, 0.66% active; AID 624169, 2012;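 active = activation above a run cutoff, the mean activation of all tested compounds plus 3 SD, cut at about 14% in these data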;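 note: 0% = plate median of compound wells and 100% = 30 µM serotonin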
# Target sequence (P35363 whole entry, looked up): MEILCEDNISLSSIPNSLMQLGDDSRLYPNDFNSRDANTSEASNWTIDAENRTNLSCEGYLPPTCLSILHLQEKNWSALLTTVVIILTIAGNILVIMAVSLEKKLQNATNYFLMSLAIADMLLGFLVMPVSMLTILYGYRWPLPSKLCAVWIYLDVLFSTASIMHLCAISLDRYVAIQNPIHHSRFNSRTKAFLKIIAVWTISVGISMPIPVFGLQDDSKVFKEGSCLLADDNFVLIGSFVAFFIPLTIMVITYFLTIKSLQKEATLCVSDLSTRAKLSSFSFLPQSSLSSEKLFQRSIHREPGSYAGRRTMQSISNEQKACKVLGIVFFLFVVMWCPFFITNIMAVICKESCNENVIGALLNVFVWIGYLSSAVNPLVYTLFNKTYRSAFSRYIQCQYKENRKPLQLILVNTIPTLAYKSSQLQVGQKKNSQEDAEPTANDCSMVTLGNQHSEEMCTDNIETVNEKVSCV
# Granule exo inh – LAMP-1 surface exposure blockers, TALL-104 cells – cell-based, flow cytometry, MLPCN library, primary screen; TALL-104 LAMP-1 surface exposure; cells stimulated with thapsigargin and PMA; inhibition, % at 10 µM; AID 651702, 2012; 360,000 tested, 0.66% active;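 active = inhibition above about 55%, limit read from the data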
# Cardio protect – cardioprotection against H2O2-induced cell death, primary screen, uHTS, H9c2 cells, ATPLite luminescence | H9c2 cardiomyocytes, H2O2 injury protection, 2 h | AID 588492, 2011 | 360,000 tested, 0.63% active | protection from H2O2 cell death, % at 20 µM;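 active = compounds giving at least 50% protection of heart cells from peroxide-induced death in the single-dose screen, raw or plate-pattern-corrected value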;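 note: 0% = DMSO wells with peroxide and 100% = DMSO wells without peroxide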
# * hit, by the source's call; · = no result given. The order is random; about 4.5% have a hit in one of these screens.
1. N#CCC(=O)Nc1ccc(C(=O)OCC(=O)NCc2ccc3c(c2)OCO3)cc1
2. C=COC(=O)CSc1nc(-c2cccs2)ccc1C#N
3. CC(OC(=O)CC1CCCCC1)C(=O)Nc1cccc(C#N)c1 (stereo not drawn)
4. CC(C)(C)NC(=O)Cn1c(Cl)nc2ccccc21
5. CC1(C2CC2)NC(=O)N(CC(=O)N2CCN(c3cccc(C(F)(F)F)c3)CC2)C1=O (stereo not drawn)
6. CC1(C)C=Cc2c(c3c(c4c(=O)c(-c5ccc(O)cc5)coc24)OC(C)(C)CC3)O1
7. CC(=O)Nc1ccc(NC(=O)[C@@H](NC(=O)c2cccc(C)c2)C(C)C)cc1
8. O=C(NN=Cc1ccccc1Cl)c1cccc2ccccc12
9. Cc1ccccc1-n1nc(C(=O)c2cccs2)cc(-c2nc3ccccc3[nH]2)c1=N
10. Cc1ccc2sc(N(CCCN(C)C)C(=O)c3ccc(S(=O)(=O)N4CCCCCC4)cc3)nc2c1C

Screen / compound no.	1	2	3	4	5	6	7	8	9	10
Glyco luc inh	2	1	2	1	-3	1	-1	1	0	-7
MC4R barr agon	-2.0	-1.6	3.5	-0.2	-1.0	0.5	1.7	-0.1	3.3	-1.0
aDG glyco up	0.0	-0.1	0.1	0.0	0.1	-0.1	0.0	0.3	-0.4	1.5
ABCB6 inh 2	96	99	97	97	99	99	95	91	95	97
MC4R antagonist	-6	11	-1	2	2	15	6	7	-7	8
hiPSC survival	-0.2	3.8	-0.5	2.5	0.4	0.2	-0.2	3.4	-0.8	0.0
ABHD5 PLIN5 PPI	-7	-6	-10	-3	1	-7	-1	11	1	9
HTR2A ag	1	-3	4	1	-1	3	13	-5	2	-15
Granule exo inh	0	-1	-1	-1	-2	3	-5	0	-1	45
Cardio protect	6	6	-14	3	-9	19	-2	-2	-14	1

# Part of the list above in order of SMILES length, lowest first.
2. C=COC(=O)CSc1nc(-c2cccs2)ccc1C#N
6. CC1(C)C=Cc2c(c3c(c4c(=O)c(-c5ccc(O)cc5)coc24)OC(C)(C)CC3)O1
10. Cc1ccc2sc(N(CCCN(C)C)C(=O)c3ccc(S(=O)(=O)N4CCCCCC4)cc3)nc2c1C

Screen / compound no.	2	6	10
Glyco luc inh	1	1	-7
MC4R barr agon	-1.6	0.5	-1.0
aDG glyco up	-0.1	-0.1	1.5
ABCB6 inh 2	99	99	97
MC4R antagonist	11	15	8
hiPSC survival	3.8	0.2	0.0
ABHD5 PLIN5 PPI	-6	-7	9
HTR2A ag	-3	3	-15
Granule exo inh	-1	3	45
Cardio protect	6	19	1

# Later entries.
11. COc1cc(C(=O)Nc2ccc(NC(C)=O)cc2)ccc1OCc1ccccc1
12. COCC(C)n1c(C)cc(C(=O)CSc2nc3ccccc3c(=O)[nH]2)c1C (stereo not drawn)
13. Cc1onc(-c2c(Cl)cccc2Cl)c1C(N)=S
14. O=[N+]([O-])/C=C\c1ccc(N2CCCC2)c(F)c1
15. Cc1nc2ncnn2c(C)c1CCC(=O)N1CC(C)CC(C)C1 (stereo not drawn)
16. COc1ccccc1OCc1ccc(C(=O)Nc2ccc(Cl)cn2)o1
17. CC(C)C[C@H](NC(=O)N1c2ccccc2NC(=O)[C@@H]1C(C)C)C(=O)N1CCC[C@@H]1C(=O)O
18. COc1ccc2c(c1OC)C(=O)N(c1ccc(F)cc1)C2
19. CCn1cc(C(=O)N2CCN(C3CCCCC3)CC2)c2cc(OC)c(OC)cc2c1=O
20. Cc1ccc(S(=O)(=O)Nc2ccc(Cl)cc2)cc1NC(=O)c1cc2c(s1)CCCC2

Screen / compound no.	11	12	13	14	15	16	17	18	19	20
Glyco luc inh	1	-2	0	5	0	0	-1	0	0	-10
MC4R barr agon	3.4	-1.0	-1.7	-1.2	-1.4	0.9	-1.7	-0.3	-1.9	1.4
aDG glyco up	0.4	1.1	0.8	-0.2	0.0	0.1	0.0	0.2	-0.2	0.1
ABCB6 inh 2	91	101	103	118	91	99	96	95	96	92
MC4R antagonist	-2	5	22	9	0	18	3	-1	0	2
hiPSC survival	-0.5	-0.5	4.7	-0.9	-1.3	0.3	1.9	-0.5	-2.6	0.7
ABHD5 PLIN5 PPI	7	-2	-1	64*	-7	-5	-5	1	2	-4
HTR2A ag	5	0	-4	1	1	-7	-2	2	1	-2
Granule exo inh	4	6	-4	75*	0	3	1	-1	-1	8
Cardio protect	-5	-3	-2	-17	6	-2	3	-11	3	-8

21. COc1ccc(NC(=S)NCC2CCCO2)c(OC)c1 (stereo not drawn)
22. CC(C)(C)C(=O)CCN1C(=O)C2(OCCO2)c2ccccc21
23. O=C1NC(c2cccc(Cl)c2)Oc2ccccc21 (stereo not drawn)
24. Cc1ncc(S(=O)(=O)c2ccccc2)c(-c2ccc(Cl)cc2Cl)n1
25. Cc1cc(NC(=O)CN2C(=O)CC(c3ccco3)Sc3ccccc32)no1 (stereo not drawn)
26. O=C(c1cc(COc2ccc(F)cc2Cl)on1)N1CCCCCC1
27. Cc1cccc(C(=O)NC2CCN(CC(=O)NCc3cccs3)CC2)c1
28. O=C(c1ccccc1Cc1ccccc1)N1CCN(S(=O)(=O)c2ccccc2F)CC1
29. Cc1ccc2[nH]c(=O)c(CN(CCCO)S(=O)(=O)c3cccc4nsnc34)cc2c1
30. CC(C)(C)NC(=O)C(c1ccc(F)cc1)N(Cc1ccccc1Cl)C(=O)c1ccn[nH]1 (stereo not drawn)

Screen / compound no.	21	22	23	24	25	26	27	28	29	30
Glyco luc inh	1	-1	3	-1	-5	0	0	-3	2	-1
MC4R barr agon	-2.5	0.3	-1.1	-1.6	-0.7	-0.5	-2.9	-2.0	-1.6	-3.6
aDG glyco up	-0.2	2.3	-0.1	-0.3	-0.1	0.0	-0.1	0.1	-0.3	-0.3
ABCB6 inh 2	86	91	99	106	96	96	98	86	83	101
MC4R antagonist	0	12	6	2	0	5	0	-1	3	1
hiPSC survival	-2.7	1.9	0.6	6.4	-0.3	-0.4	-0.6	-2.5	-1.8	1.2
ABHD5 PLIN5 PPI	-2	0	3	3	0	-4	-1	-10	2	6
HTR2A ag	0	0	4	-2	0	-4	1	3	2	3
Granule exo inh	-1	1	-7	1	-3	-28	4	-2	-2	14
Cardio protect	4	6	23	1	24	1	-4	2	10	5

31. Oc1cccc2ccc(/C=C/c3ccc(Br)s3)nc12
32. O=C(CSc1nnc(NC(=O)c2ccco2)s1)Nc1ccc(F)cc1F
33. N#C/C(=N\Nc1cccc([N+](=O)[O-])c1)C(=O)c1ccc(Br)cc1
34. COc1ccc(C2(c3ccc(OC)cc3)NC(=O)N(CC(=O)N(C)c3ccccc3)C2=O)cc1
35. Cc1no[n+]([O-])c1COc1ccc(/C=C2\NC(=S)NC2=O)cc1
36. O=C(NCc1ccccc1F)c1ccc2c(c1)OCO2
37. CCN(C(=O)COC(=O)c1ccc(C=O)cc1)c1c(N)n(Cc2ccccc2)c(=O)[nH]c1=O
38. C=CCNc1ncnc2c1ncn2[C@H]1CN(Cc2ccc3c(c2)OCO3)C[C@@H](CO)O1
39. O=C(NCc1nc(-c2ccc(C(F)(F)F)cc2)no1)Nc1cc(Cl)cc(Cl)c1
40. COc1ccccc1NC(=S)N(Cc1ccccc1)Cc1cccnc1

Screen / compound no.	31	32	33	34	35	36	37	38	39	40
Glyco luc inh	14	1	-8	-2	0	-1	0	0	-7	1
MC4R barr agon	-1.3	-3.4	-2.8	-4.9	0.9	-1.1	-1.2	-0.3	4.3	-0.8
aDG glyco up	0.2	0.1	-0.3	-0.1	·	0.1	-0.4	0.2	0.2	0.1
ABCB6 inh 2	93	100	100	94	93	89	102	92	100	97
MC4R antagonist	1	-6	12	-2	5	0	4	3	-1	5
hiPSC survival	-2.0	-0.1	0.6	-0.3	·	3.6	0.6	0.9	-0.4	-0.1
ABHD5 PLIN5 PPI	-9	1	-4	-4	-3	1	5	6	0	0
HTR2A ag	5	-1	-3	6	-1	1	3	3	-1	1
Granule exo inh	1	-1	23	-15	1	-1	-3	9	1	-1
Cardio protect	31	-3	-24	6	·	-4	5	13	-16	0

41. O=C(OCC(=O)N(CCc1ccccc1)Cc1ccccc1)c1cc(S(=O)(=O)N2CCOCC2)ccc1F
42. CCOC(=O)N1CCN(C(=O)c2ccc(NS(=O)(=O)c3ccc(C)cc3)cc2)CC1
43. CCCNC(=O)c1c(NC(=O)C2COc3ccccc3O2)sc2c1CCCC2 (stereo not drawn)
44. CCOc1ccccc1N(CC(=O)O)S(=O)(=O)c1ccc(C)cc1
45. Cc1ccc2nc(C)c3c(c2c1)SCC3
46. COC(=O)CCCC(=O)N1CCC(CCC(=O)NC2CC2)CC1
47. Cc1sc2nc(CN3CCOCC3)[nH]c(=S)c2c1C
48. Cc1nn2c(COc3ccc(NC(=O)c4ccccc4Cl)cc3)nnc2c2ccccc12
49. O=C(C1=C(O)C(=O)N(CCCn2ccnc2)C1c1ccccc1)c1ccco1 (stereo not drawn)
50. CC(=O)N(c1ccccc1)C(C(=O)c1ccccc1)c1ccccc1 (stereo not drawn)
51. C=CCOC(=O)C1=C(C)NC(=O)NC1c1ccc(OCC)cc1 (stereo not drawn)
52. c1csc(-c2nnc3ccccn23)c1
53. Cc1ccc2c(c1)N(C)/C(=C/c1cccc[n+]1C)S2

Screen / compound no.	41	42	43	44	45	46	47	48	49	50	51	52	53
Glyco luc inh	0	1	6	0	4	1	10	9	2	-5	3	3	25
MC4R barr agon	-2.6	-4.0	-1.5	-1.2	-1.0	-2.2	-2.9	-2.3	-0.5	-1.9	-0.8	-0.2	-0.8
aDG glyco up	0.3	-0.3	-0.1	0.6	0.1	0.0	-0.2	-0.1	-0.3	0.0	0.2	0.3	0.1
ABCB6 inh 2	98	98	81	89	88	105	101	93	96	95	98	104	521
MC4R antagonist	24	1	2	3	-5	-4	2	-13	1	14	3	16	2
hiPSC survival	0.1	-0.1	-0.2	-1.4	-0.5	-0.1	1.3	-2.0	-0.4	-2.2	-0.3	-2.2	-0.4
ABHD5 PLIN5 PPI	4	-8	-5	0	2	5	-2	11	3	0	2	-6	-1
HTR2A ag	8	0	-4	-3	1	4	-2	1	9	-4	-1	3	-3
Granule exo inh	-2	11	1	0	6	-2	0	2	2	5	-11	0	-4
Cardio protect	-7	-4	-21	1	9	-2	2	1	1	1	6	5	-16
